Screening data as filed in PubChem.
bovine MsrA act: activators of bovine methionine sulfoxide reductase A. AID 602163. 0.3% of 360,000 active. activation, % at 10.6 µM. purified bovine MsrA, absorbance read-out; in the data active = activation above about 7.5%;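 also: 0% = vehicle and 100% = reference activator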
PABP1 MLLE inh: blocks PAM2 peptide binding to the PABP1 MLLE domain. inhibition, % at 20 µM. AID 588489. GST-MLLE / FITC-PAM2 fluorescence polarization. P11940. 0.36% of 360,000 active; in the data active = inhibition above about 35%, passing the limit was not always enough;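 also: plate controls were DMSO wells with GST-MLLE for no effect and wells lacking GST-MLLE protein for full effect; some results filed as inactive read as strong as hits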
CSN deneddyl inh: CSN deneddylation inhibition; Q92905; Purified CSN, SCF-Nedd8-OG deneddylation, fluorescence polarization; inhibition, % at 12.5 µM; 0.38% of 360,000 active; AID 651999;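 active = pattern-corrected inhibition above about 35%, with an unprinted fluorescence ratio check between 0.5 and 1.5, limit read from the data, passing the limit was not always enough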;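 also: 0% = enzyme with substrate and 100% = substrate without enzyme; some results filed as inactive read as strong as hits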
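Assay system: HEK293T-derived human Csn5 enzyme; quantity: 0.24 nM enzyme; medium: Tris/NaCl/DTT buffer, pH 7.5; also added: substrate SCFSkp2-Nedd8OG, 10 nM; doses: 12.5 µM compound; schedule: 90 min reaction at room temperature; signal: FP; read-out: % inhibition of substrate cleavage by Csn5; benchmarks: substrate-only high control, full reaction low control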
eLon inh: E. coli protease La inhibition. P0A9M0. purified E. coli Lon protease, fluorescence polarization. inhibition, % at 7.94 µM. 0.42% of 360,000 active. AID 602123; in the data active = inhibition above about 13%, passing the limit was not always enough;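 also: 0% = enzyme with probe and DMSO and 100% = no enzyme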
Neddyl block: blocks human cullin neddylation. calls only at 25 µM. AID 651699. 0.58% of 360,000 active. P61081+Q13564. TR-FRET cullin neddylation, biochemical; in the data active = inhibition above about 36%
Tb MetRS inh: Trypanosoma brucei MetRS inhibition. purified T. brucei MetRS, ATP depletion, Kinase-Glo luminescence. inhibition, % at 11.9 µM. 0.4% of 360,000 active. AID 624268;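 active = inhibition above a per-plate cutoff of the control wells' mean inhibition plus 3 SD, cut at about 5.5% in these data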;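 also: 0% = DMSO wells median and 100% = median of wells with control inhibitor compound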
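assay system = parasite MetRS enzyme | timing = 15 min preincubation, 2 h reaction, all 25 °C | evaluation = percent inhibition relative to median high and low control wells | medium = HEPES buffer containing pyrophosphatase, BSA, spermine, DTT | compound = single dose, 11.9 µM final nominal, 0.9% final DMSO | detection = Kinase-Glo luminescence, ATP depletion format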
MsrA inhibitor: bovine MsrA inhibition; AID 651718; inhibition, % at 15.5 µM; 0.75% of 360,000 active; purified bovine MsrA, absorbance read-out; in the data active = inhibition above about 4.5%;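 also: 0% = vehicle wells with enzyme and 100% = reference inhibitor wells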
Rin1 Abl inh: blocks binding of human Rin1 to Abl; P00519+Q13671; inhibition, % at 7.35 µM; 0.4% of 360,000 active; TR-FRET Rin1/Abl binding, biochemical; in the data active = inhibition above about 5%, passing the limit was not always enough
FAS-TE inh: blocks the thioesterase domain of human fatty acid synthase; recombinant FAS-TE, OMFH fluorogenic substrate, fluorescence endpoint; 0.67% of 360,000 active; inhibition, % at 15 µM; P49327;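 active = compounds whose normalised, plate-corrected inhibition of enzyme fluorescence in the single-dose primary screen is 50% or more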;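 also: 0% = DMSO with enzyme and 100% = substrate without enzyme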
* marks the source's active call; other numbers are inactive results; i = inactive; nt = not tested or not shown.

nr	smiles	bovine MsrA act	PABP1 MLLE inh	CSN deneddyl inh	eLon inh	Neddyl block
1	CCOC(=O)c1cc(C#N)c(N)nc1C	-2	7	3	-2	i
2	CCCCC(=O)Nc1nc2ccc(C(=O)OC)cc2s1	-1	14	5	4	i
3	O=C(O)CSCC(=O)N1CCN(c2ncnc3scc(-c4ccccc4)c23)CC1	-5	0	3	-11	i
4	O=C1CCc2cc(S(=O)(=O)NCc3ccc(F)cc3)cc3c2N1CC3	-2	-11	0	-6	i
5	CCOc1ccc(NC2=C(Cl)C(=O)N(Cc3ccccc3)C2=O)cc1	-1	-3	0	6	i
6	O=C(CCN1C(=O)S/C(=C\c2ccccc2)C1=O)Nc1ccc(O)cc1C(=O)O	-4	6	1	19*	i
7	Cc1ccc(C(=O)OCC(=O)N2C(C)CCCC2C)cc1S(=O)(=O)N1CCCCC1 (stereo not drawn)	1	-3	-6	8	i
8	CCc1nnc(NC(=O)c2ccc(S(=O)(=O)N(CCOC)CCOC)cc2)o1	-3	4	0	8	i
9	COC(=O)CCCNC(=O)OCc1ccc([N+](=O)[O-])cc1	2	0	2	3	i
10	Cn1c(=O)[nH]c2cc3ccccc3cc21	-2	-6	-5	-5	i
11	COc1ccccc1NC(=O)COc1ccc(/C=N/n2cnnc2)cc1OC	-6	8	-7	-8	nt
12	COc1ccc2cc(C(=O)NCc3ccccc3CN3CCCC3)ccc2c1	-1	-2	2	-24	i
13	O=S1(=O)CCC(NC(=S)N2CCCCC2)C1 (stereo not drawn)	-2	-77	-11	0	i
14	CCn1c(SCC(=O)Nc2nc(C)c(C)s2)nc2cccnc21	-3	21	-2	-10	i
15	COC(=O)CN(c1ccc2c(c1)OCO2)S(C)(=O)=O	-1	-4	-1	17*	i

nr	Tb MetRS inh	MsrA inhibitor	Rin1 Abl inh	FAS-TE inh
1	-0.3	-1.2	4	-8
2	-0.2	0.4	1	3
3	-0.8	-0.2	1	-4
4	-0.3	0.0	-2	-8
5	-0.5	0.5	0	3
6	-0.5	4.8*	5	-3
7	-0.4	0.5	1	12
8	-0.4	3.0	-2	-5
9	-0.2	0.2	-2	3
10	0.0	1.6	-2	-3
11	-0.9	1.3	-3	-6
12	-0.2	2.0	-2	-4
13	-0.5	-1.1	3	-4
14	-0.2	-0.1	0	-1
15	0.0	-0.1	0	-6

The results go on:
nr	smiles	bovine MsrA act	PABP1 MLLE inh	CSN deneddyl inh	eLon inh	Neddyl block
16	CCc1ccc(NS(=O)(=O)c2c(C)nc3sc(CC)nn3c2=O)cc1	-1	-1	0	0	i
17	O=C(c1cccc(COc2cccc3ccccc23)c1)N1CCCC1	2	-18	-1	-16	i
18	CCC(=O)N1COC[C@@H]1Cc1ccccc1	-3	-2	6	5	i
19	Cc1cccc2nc(-c3cccc(NC(=O)Cc4ccccc4)c3)cn12	-12	-5	-8	-10	i
20	COc1ccc(S(=O)(=O)N(C)c2nc3ccccc3n3c(CC(C)C)nnc23)cc1	-1	-1	-4	6	i
21	C[C@@H]1CN([C@@H](C)CO)C(=O)c2cc(Br)cnc2O[C@H]1CN(C)C(=O)Cc1ccccn1	-1	9	-2	7	i
22	C=C(C)CNC(=S)NNC(=O)CCn1c2ccc(Cl)cc2c2cc(Cl)ccc21	-8	20	4	-5	i
23	CCCc1ccc(OC(=O)c2ccc(O)cc2Cl)cc1	-4	8	-3	-12	i
24	C1=Nc2c(Nc3ccccc3)ncnc2Oc2ccccc21	-13	3	1	-6	i
25	Cc1c(C)c2c(OCC(=O)NCCCO)cc3c(c2oc1=O)CCC(C)(C)O3	-3	1	0	-3	nt
26	CCOC(=O)CN(C#N)c1nc(N(C)C)nc(N(C)C)n1	-6	7	-5	6	i
27	O=C(Cc1cccc2ccccc12)Nc1nc2ccccc2[nH]1	1	5	-3	65*	i
28	CCn1c(=O)c2ccccc2n(CC(=O)N2CCCc3ccccc32)c1=O	2	8	-3	-1	i
29	CCCNC(=O)C1CN(S(=O)(=O)c2ccccc2)CCN1S(=O)(=O)c1ccccc1 (stereo not drawn)	-6	2	1	6	i
30	Cc1cccn2c(=O)nc(SCC(=O)N3CC(C)OC(C)C3)nc12 (stereo not drawn)	-5	8	-4	2	i

nr	Tb MetRS inh	MsrA inhibitor	Rin1 Abl inh	FAS-TE inh
16	-0.2	-0.5	2	7
17	-0.9	-0.5	2	10
18	-0.2	-0.8	1	-14
19	-0.9	-0.2	3	4
20	-0.8	0.5	-2	12
21	-0.7	1.1	-1	-7
22	-0.8	0.1	0	23
23	-0.3	1.8	1	19
24	-1.3	0.3	-6	2
25	-0.4	1.3	-5	-8
26	-1.0	-0.3	6	2
27	2.5	-0.9	-1	1
28	-0.4	-1.3	4	2
29	-1.2	-0.3	-1	-9
30	-0.4	5.5*	1	-2

(more compounds)
nr	smiles	bovine MsrA act	PABP1 MLLE inh	CSN deneddyl inh	eLon inh	Neddyl block
31	COc1ccc2nc(N3CCN(C(=O)c4ccc5ncsc5c4)CC3)sc2c1	-1	12	-1	-7	i
32	COc1ccccc1C1CCN(Cc2ccc(C)cc2)CC1	-1	-10	0	-2	i
33	CC1CC(=O)Nc2ccccc2N1C(=O)Cn1cnc2ccccc2c1=O (stereo not drawn)	-2	4	-1	-2	i
34	Cc1cc(C)c(NC(=S)N2CCC(N(C)CC3CCCO3)CC2)c(C)c1 (stereo not drawn)	-2	21	4	-8	i
35	CSC1=C(C#N)C(C)C2=C(CC(C)(C)CC2=O)N1 (stereo not drawn)	-3	3	-3	1	i
36	COc1ccc(C=NNC(=S)Nc2ccc(F)cc2)cc1OC	-17	19	-4	0	i
37	Cc1nnc(C)c2c(C)n(-c3ccc4ncccc4c3)c(C)c12	-2	-31	-3	-14	i
38	COc1cc(-c2cc(C(=O)Nc3ccccc3N3CCOCC3)c3ccccc3n2)cc(OC)c1OC	-5	5	-11	9	i
39	Cc1ccc(OCCC(=O)OCC(=O)N2CCN(S(=O)(=O)c3ccc(C)cc3C)CC2)cc1	-1	-1	3	-4	i
40	COc1cccc(CN(C(=O)c2cccs2)C2CCS(=O)(=O)C2)c1 (stereo not drawn)	0	9	3	3	i
41	CC1(C(=O)Nc2cccnc2)Cc2c(-c3cccc(C(F)(F)F)c3)ccnc2O1 (stereo not drawn)	0	-9	-2	-7	i
42	O=C(NCc1ccc2c(c1)OCO2)Nc1cccc(Cl)c1	-4	0	1	-12	i
43	Cc1ccc(-c2cc(-c3nnc(SCC(=O)NCC(C)C)n3N)c3ccccc3n2)cc1	-4	-45	-2	1	i
44	CCOC(=O)c1ccn(CSc2c(F)c(F)cc(F)c2F)n1	-3	3	1	8	i
45	Nc1ncnc(Sc2ccccc2)c1[N+](=O)[O-]	-6	27	-9	-7	i

nr	Tb MetRS inh	MsrA inhibitor	Rin1 Abl inh	FAS-TE inh
31	0.0	0.7	0	-6
32	-0.5	0.8	2	-5
33	-0.2	1.5	1	-13
34	-0.8	0.8	-2	-8
35	-1.0	2.9	-2	-4
36	-0.5	5.7*	0	4
37	0.1	1.4	-7	-2
38	0.0	1.1	-1	26
39	-0.2	-0.2	3	28
40	-0.5	-0.9	1	-3
41	-0.1	-0.5	3	5
42	1.2	-0.8	0	29
43	-0.7	1.5	0	-1
44	-0.3	0.7	2	-5
45	-0.4	2.5	0	-5

Ordered by molar mass (falling): 6 of the compounds above.
nr	smiles	bovine MsrA act	PABP1 MLLE inh	CSN deneddyl inh	eLon inh	Neddyl block
43	Cc1ccc(-c2cc(-c3nnc(SCC(=O)NCC(C)C)n3N)c3ccccc3n2)cc1	-4	-45	-2	1	i
41	CC1(C(=O)Nc2cccnc2)Cc2c(-c3cccc(C(F)(F)F)c3)ccnc2O1 (stereo not drawn)	0	-9	-2	-7	i
40	COc1cccc(CN(C(=O)c2cccs2)C2CCS(=O)(=O)C2)c1 (stereo not drawn)	0	9	3	3	i
44	CCOC(=O)c1ccn(CSc2c(F)c(F)cc(F)c2F)n1	-3	3	1	8	i
36	COc1ccc(C=NNC(=S)Nc2ccc(F)cc2)cc1OC	-17	19	-4	0	i
42	O=C(NCc1ccc2c(c1)OCO2)Nc1cccc(Cl)c1	-4	0	1	-12	i

nr	Tb MetRS inh	MsrA inhibitor	Rin1 Abl inh	FAS-TE inh
43	-0.7	1.5	0	-1
41	-0.1	-0.5	3	5
40	-0.5	-0.9	1	-3
44	-0.3	0.7	2	-5
36	-0.5	5.7*	0	4
42	1.2	-0.8	0	29

Next section.
nr	smiles	bovine MsrA act	PABP1 MLLE inh	CSN deneddyl inh	eLon inh	Neddyl block
46	COc1cc(S(=O)(=O)Nc2ccc3c(c2)C(=O)N(C)C3=O)ccc1NC(C)=O	-2	20	5	-8	i
47	S=c1[nH]nc(COc2ccccc2)n1/N=C/c1ccc(Br)cc1	7	-97	0	-6	i
48	Cc1ccc(SCCC(=O)Nc2cccnc2)cc1	-3	-7	-14	6	i
49	CC(=O)NC(=S)Nc1ccccc1N1CCN(C(=O)c2ccccc2)CC1	-2	17	-3	3	i
50	CCOC(=O)c1ccc(NC(=O)C2CCCO2)cc1 (stereo not drawn)	-2	0	-2	10	i
51	CC(=O)c1cc2c(cc1NC(=O)c1c(-c3ccccc3)noc1C)OCO2	-3	-5	2	1	i
52	C=CCNC(=O)C(=O)NCC(c1ccc2c(c1)OCO2)N1CCOCC1 (stereo not drawn)	-2	-14	4	4	i
53	O=C(CN(C(=O)CNC(=O)c1ccco1)c1ccccc1F)NC1CCCCC1	-9	-6	0	3	i
54	O=C1CCCc2c1nn(-c1ccccc1)[n+]2[O-]	-4	-13	-4	3	i
55	Cc1ccc(S(=O)(=O)NN2C(=O)c3ccccc3NC2c2cccc(O)c2)cc1 (stereo not drawn)	6	-1	-6	-2	i
56	C[C@@H]1CN([C@H](C)CO)C(=O)CCCn2nncc2CO[C@H]1CN(C)Cc1cccnc1	0	16	0	-2	i
57	Cc1ccc(-n2c(SCC(=O)NCC3CCCO3)nc3n[nH]c(C)c3c2=N)cc1Cl (stereo not drawn)	-1	-4	3	-6	i
58	COc1cc2nc(-c3ccc(Br)o3)oc(=O)c2cc1OC	1	2	1	-3	i
59	Cc1ccc(C2Nc3cccc4cccc(c34)N2)cc1	-7	19	-11	7	i
60	CCn1cc(/C=N/NS(=O)(=O)c2ccc(OC)cc2)c(C)n1	-12	-18	0	-10	i
61	CN(C)CC/C=C1/c2cc(F)ccc2Sc2ccc(Cl)cc21	0	4	-4	2	i
62	Cc1ccc2c(CN3CCN(CCO)CC3)cc(=O)oc2c1	-3	-6	-2	-6	i
63	CCOC(=O)C1CCN(CC(O)COC(CC)c2ccccc2)CC1 (stereo not drawn)	-1	-7	1	-4	i

nr	Tb MetRS inh	MsrA inhibitor	Rin1 Abl inh	FAS-TE inh
46	-0.2	1.3	-1	-11
47	-0.1	-0.7	0	9
48	-0.8	2.8	0	-3
49	0.7	-2.1	4	-1
50	-0.3	0.1	2	-3
51	-0.7	0.1	1	3
52	0.1	0.7	1	-6
53	-0.7	0.6	3	-3
54	-0.9	-1.0	-1	-4
55	-0.3	-0.1	-1	-4
56	0.6	0.3	-3	-3
57	0.0	-1.0	0	-2
58	0.6	0.1	-2	10
59	-1.1	-0.4	5	24
60	-2.2	-0.1	1	-8
61	-0.4	-0.6	-1	4
62	-0.5	0.5	3	-12
63	-0.3	-0.3	-2	0
